# Assay outcomes from PubChem BioAssay.
# MEP2 TOR yeast: alters MEP2-GFP fluorescence in TOR pathway yeast screen | S. cerevisiae MEP2-GFP strain, flow cytometry GFP, 3 h; 100% = DMSO control level | GFP response vs DMSO, % at 10 µM | 330,000 tested, 0.51% active;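 active = GFP response versus DMSO above a set limit, roughly screen mean plus 3 SD, cut at about 180% in these data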;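 note: median GFP fluorescence of the barcode-gated MEP2-GFP cells per well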
# GRK2 aptamer HTS: blocks RNA aptamer binding to human GRK2; P25098; AID 488847; 330,000 tested, 0.59% active; inhibition of aptamer binding, % at 10 µM; bead flow cytometry, FAM-aptamer displacement from GRK2;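 active = inhibition of aptamer binding above 40%, roughly 3 SD of noise, on plates passing a quality check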;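 note: median bead fluorescence of bound FAM aptamer so fluorescent compounds give negative values; no value below 0 was filed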
# Target sequence (P25098 whole entry, looked up): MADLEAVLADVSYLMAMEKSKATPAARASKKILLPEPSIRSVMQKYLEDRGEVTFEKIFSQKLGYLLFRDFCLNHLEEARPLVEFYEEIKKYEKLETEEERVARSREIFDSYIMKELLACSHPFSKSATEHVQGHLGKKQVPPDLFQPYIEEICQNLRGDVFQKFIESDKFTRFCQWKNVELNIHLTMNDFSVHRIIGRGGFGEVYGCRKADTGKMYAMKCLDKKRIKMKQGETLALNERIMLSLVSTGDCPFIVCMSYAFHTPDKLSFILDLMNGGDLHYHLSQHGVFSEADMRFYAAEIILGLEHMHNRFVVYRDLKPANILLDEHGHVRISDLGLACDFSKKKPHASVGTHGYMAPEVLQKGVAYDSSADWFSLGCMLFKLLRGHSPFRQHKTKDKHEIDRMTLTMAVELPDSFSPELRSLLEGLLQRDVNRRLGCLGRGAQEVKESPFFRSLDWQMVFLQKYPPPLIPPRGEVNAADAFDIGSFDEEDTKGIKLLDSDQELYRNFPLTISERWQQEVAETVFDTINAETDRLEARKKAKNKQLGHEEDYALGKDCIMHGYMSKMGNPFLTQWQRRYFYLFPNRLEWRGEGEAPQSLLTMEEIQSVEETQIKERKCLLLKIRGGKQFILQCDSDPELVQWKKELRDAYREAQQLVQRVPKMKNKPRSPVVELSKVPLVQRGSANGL
# AGP1 TOR yeast: modulators of TOR pathway AGP1-GFP in S. cerevisiae; S. cerevisiae AGP1-GFP multiplex flow cytometry, 3 h; GFP as percent of DMSO wells; 320,000 tested, 0.02% active; GFP response vs DMSO, % at 10 µM;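 active = GFP response relative to DMSO above a set limit, near screen average plus 3 SD, cut at about 150% in these data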;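 note: median GFP channel fluorescence of the gated AGP1 strain per well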
# LAP4 TOR yeast: modulators of TOR pathway LAP4-GFP in S. cerevisiae. 320,000 tested, 0.34% active. S. cerevisiae LAP4-GFP multiplex, flow cytometry GFP, 3 h; median GFP as percent of DMSO wells. GFP response vs DMSO, % at 10 µM. AID 2023;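 active = GFP response vs DMSO above a set limit, about the screen mean plus 3 SD, cut at about 150% in these data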
# CIT2 TOR yeast: alters CIT2-GFP fluorescence in TOR pathway yeast screen; S. cerevisiae CIT2-GFP strain, flow cytometry, 3 h; 100 means same as DMSO wells; GFP response vs DMSO, % at 10 µM; 320,000 tested, 0.065% active; AID 2029;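 active = GFP response relative to DMSO above a set limit, near the screen mean plus 3 SD, cut at about 150% in these data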;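 note: ratio of well median GFP fluorescence to mean of DMSO wells on the plate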
# VLA-4 inh: inhibition in a human VLA-4 binding assay; VLA-4 expressing cells, ligand binding flow cytometry; P13612; AID 2557; inhibition, % (about 7 µM as worked out from the volumes in the protocol); 330,000 tested, 0.2% active; in the data active = inhibition above about 50%
# GASC-1 inh: blocks human GASC-1 demethylase activity; 330,000 tested, 0.069% active; inhibition, % at 2.35 µM; AID 2099; GST-JMJD2C(1-420) H3K9me3 demethylation, DELFIA europium; Q9H3R0;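 active = more than half of a compound's replicate wells show inhibition beyond 50%, single wells judged on their own value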;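 note: signal counts dimethyl H3K9 product captured on neutravidin plate; 0% = median of DMSO wells and 100% = 0.3 times that DMSO median; strong numbers were not always called active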
# RPL19A TOR yeast: modulators of TOR pathway RPL19A-GFP in S. cerevisiae | S. cerevisiae RPL19A-GFP strain, flow cytometry, 3 h; active compounds read low | percent response vs DMSO, % at 10 µM | 330,000 tested, 0.3% active | AID 2025;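 active = percent response vs DMSO below 50%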;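 note: median channel GFP fluorescence of the barcoded RPL19A-GFP strain; ratio of sample median GFP to plate DMSO average so 100% = DMSO; lower means less RPL19A-GFP as with rapamycin TOR inhibition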
# The depositor's hits bear a star; / = no result given. Outcome played no part in choosing rows. About 1.7% of those tested had a hit in this group.
compound	MEP2 TOR yeast	GRK2 aptamer HTS	AGP1 TOR yeast	LAP4 TOR yeast	CIT2 TOR yeast	VLA-4 inh	GASC-1 inh	RPL19A TOR yeast
COC(=O)c1ccc(NC(=O)C(=O)N2CCN(C(=S)Nc3cccc(C)c3C)CC2)cc1	99.6	0.0	115.7	93.5	89.2	-0.1	6.3	99.8
O=C(c1ccc(OC2CCN(C/C=C/c3ccc(F)cc3)CC2)cc1)N1CCCCC1	94.7	0.0	92.0	97.1	101.4	-11.5	12.1	96.7
Cc1cccc(C)c1C(=NCCCN(C)C)c1ccccc1	103.2	/	97.6	91.5	100.3	-12.7	-1.2	103.3
O=C(c1ccccc1)N1CCC(=O)N(C(CO)Cc2ccccc2)CC1 (stereo unspecified)	91.3	5.0	93.8	108.3	103.2	27.5	-0.5	102.4
COCCCNC(=O)c1cc(S(=O)(=O)N2CCOCC2)ccc1SCc1cccc(OC)c1OC	97.1	1.0	102.4	98.9	95.7	-136.4	-1.8	99.7
Cc1ccc(N(C(=O)CNC(=O)c2ccco2)C(C(=O)NC2CCCC2)c2ccncc2)cc1C (stereo unspecified)	100.8	0.0	94.1	87.1	94.2	0.9	-12.9	96.7
Cc1ccc(C(=O)Cn2nnc(-c3ccccc3)n2)cc1	99.7	0.0	105.4	130.9	83.9	-1.1	3.2	99.9
Cc1cc(OCC(=O)Nc2cccnc2)c2c(C)c(C)c(=O)oc2c1	96.9	0.0	98.8	89.1	100.4	7.8	-9.0	100.2
CC(=O)c1ccc(OC(C)C)c(CN2CCCCC2)c1	103.6	0.0	100.3	106.1	99.6	1.0	-1.8	103.3
Cc1nc(C)n(CC(O)COc2ccc3ccccc3c2)n1 (stereo unspecified)	104.6	1.0	108.3	101.0	101.8	28.8	-1.1	107.0
COc1ccc(Cl)cc1NC(=O)CN(C)CC(=O)N1CC(=O)Nc2ccccc21	96.3	0.0	94.9	102.2	97.0	-12.1	1.7	92.2
CSc1sc(C)cc1C1C(C#N)=C(N)N(c2cccnc2)C2=C1C(=O)CCC2 (stereo unspecified)	107.9	1.0	99.7	98.7	102.0	29.0	4.2	100.6
CC(C)CN(C(=O)Cn1c(=O)cnc2ccccc21)C1CCS(=O)(=O)C1 (stereo unspecified)	96.2	4.0	110.4	102.6	102.3	-15.6	2.2	98.6
COc1ccc(/C=c2\s/c(=C/C(=O)c3ccc(C)cc3)[nH]c2=O)c(OC)c1	101.1	4.0	101.0	98.8	107.2	-81.2	-1.1	100.4
O=C1Nc2c(c(=O)[nH]c(=O)n2-c2ccccc2)C(C(F)(F)F)(C(F)(F)F)N1	100.6	1.0	102.9	105.7	95.8	19.0	-2.6	100.1
O=C(NCc1ccccc1F)C(=O)NCC1CCCN1S(=O)(=O)c1cccs1 (stereo unspecified)	98.1	0.0	108.3	102.9	90.5	6.2	-5.6	100.3
CCOc1ccc(N/C=C/C(=O)c2ccc(OC)cc2)c([N+](=O)[O-])c1	99.6	0.0	97.3	98.4	98.0	13.8	2.3	101.5
Cc1ccccc1-n1nc2c(c1NC(=O)c1ccc3c(c1)OCO3)CS(=O)(=O)C2	99.4	0.0	104.2	114.8	99.3	5.4	4.0	100.2
C=CCc1ccccc1OCC(O)CN1CCN(c2ccc(C)cc2)CC1 (stereo unspecified)	95.3	0.0	99.7	100.9	104.2	-18.1	4.8	97.7
CN(C)c1oc(-c2ccco2)nc1S(=O)(=O)c1ccc(Br)cc1	102.4	1.0	102.6	106.1	86.0	2.7	-2.2	95.9
O=C(c1cc2ccccc2oc1=O)N1CCN(c2ccc(N3CCOCC3)nn2)CC1	99.8	6.0	99.8	95.5	103.4	-23.6	-6.7	99.7
CCc1nc2ccccc2n(CCOCCOCCn2c(=O)c(CC)nc3ccccc32)c1=O	105.3	1.0	102.0	102.0	96.3	25.9	1.8	105.0
CCOC(=O)c1[nH]n(-c2ccc(Cl)cc2)c(=O)c1C	99.2	1.0	104.6	101.2	107.3	-17.4	-4.4	101.6
N#Cc1ccccc1Oc1ccccc1C=O	103.8	3.0	95.4	87.3	93.8	5.0	5.0	96.8
Cc1ccc(NC(=O)COC(=O)/C=C/c2c(C)nn(-c3ccc(F)cc3)c2Cl)cc1F	90.9	4.0	94.7	88.0	98.7	-1.6	-8.6	101.6
COc1cc(/C=C2\SC(=S)N(CCC(=O)N3CCCCC3)C2=O)cc(OC)c1OC	102.3	4.0	103.8	96.3	100.1	6.2	-0.1	102.7
O=C(c1ccc2ccccc2c1)N1CCOCC1	99.5	2.0	112.5	104.3	104.7	7.5	-18.8	100.2
COc1ccc(CN=CC2=C(O)CC(C)(C)CC2=O)cc1	101.4	0.0	104.6	101.4	85.4	-9.3	-3.0	99.8
c1coc(C2OCC3(CO2)COC(c2ccco2)OC3)c1 (stereo unspecified)	104.2	0.0	120.9	120.5	105.5	27.7	-25.5	111.1
CCc1ccc(NC(=O)C2CCN(S(=O)(=O)c3ccc4[nH]c(=O)ccc4c3)CC2)cc1	101.2	1.0	107.3	102.8	97.0	-9.0	-2.2	98.2
COc1ccc(C(=O)NNC(=O)C(=O)NCc2ccccc2)cc1	101.1	0.0	99.0	95.6	95.7	-0.6	0.1	92.2
O=C(NCCc1ccc(Cl)cc1)c1ncn[nH]1	102.0	0.0	97.2	90.5	100.9	-5.1	18.1	96.7
CCN(C(=O)CN1C(=S)NC(C)(C)CC1C)c1ccc(C)c(C)c1 (stereo unspecified)	99.2	0.0	101.9	97.7	102.4	2.2	2.2	101.0
Cc1nn(C(C)C(=O)NCCN2CCCCCC2)c(=O)c2nn(-c3ccccc3)c(C)c12 (stereo unspecified)	81.5	0.0	88.8	80.3	101.1	9.2	-6.6	83.9
CCCCCC(=O)NC(NC(=S)Nc1ccc(S(N)(=O)=O)cc1)C(Cl)(Cl)Cl (stereo unspecified)	108.1	0.0	101.0	92.3	96.8	5.8	153.4	98.7
NC(=O)C1CCN(C2CC(=O)NC2=O)CC1 (stereo unspecified)	99.5	1.0	96.2	85.0	93.8	25.0	-1.8	96.1
CCCCC1(Cc2ccc(OC)c([N+](=O)[O-])c2)C(=O)N(c2ccccc2)N(c2ccccc2)C1=O	96.3	3.0	101.6	95.2	96.5	18.4	-0.6	97.4
CC(NC(=O)CCc1nnc(-c2ccccc2)o1)c1ccccc1 (stereo unspecified)	103.5	0.0	100.1	98.2	94.6	15.0	-4.8	98.3
COc1ccc(NC(=O)c2cccc3c(Br)cccc23)cc1	101.0	0.0	97.5	99.7	97.5	1.4	-29.7	101.5
O=C(CSc1nnc2ccc(-c3cccnc3)nn12)Nc1ccc(F)cc1F	99.8	1.0	98.2	103.6	90.2	8.1	21.6	95.7
COc1ccc(-c2csc3nc(C(C)(C)C)oc(=O)c23)cc1OC	116.9	1.0	100.9	98.0	106.5	0.6	-5.3	110.7
Cc1onc(-c2ccccc2)c1C(=O)NCCc1ccc(Cl)cc1	90.5	1.0	88.8	87.2	97.0	1.6	9.5	87.1
COc1ccc(N2CCN(C(=O)CCC(=O)N3CCOc4ccc(C)cc43)CC2)cc1	99.8	2.0	93.5	113.1	88.8	0.0	46.9	101.0
Cc1[nH]c(C)c(S(=O)(=O)N2CCN(c3cccc(C(F)(F)F)c3)CC2)c1C(=O)N1CCCC1	103.5	0.0	103.3	94.0	102.7	8.7	-7.0	99.9
Cc1ccc(NC(=S)c2nc3ccccc3s2)cc1	107.7	0.0	90.8	97.7	89.7	15.5	18.2	92.8
CC1CCC2(CC1)NC(=O)N(CC(=O)Nc1cccc(C#N)c1)C2=O (stereo unspecified)	103.8	1.0	99.0	96.0	106.7	-75.0	/	101.8
Cc1ccccc1OCCOc1cccc(/C=N/NC(=O)Cc2nnc(N)s2)c1	98.2	4.0	89.3	95.1	100.6	-3.6	-10.2	96.8
Cc1ccc2nc(-c3ccc(O)c(O)c3)cn2c1	106.2	1.0	103.8	101.5	97.7	-8.6	6.0	107.0
Cc1ccc(CNC(=O)[C@]2(C)CCC[C@@]3(C)C4CC[C@@]5(C)C[C@]4(CCC32)CC5=O)cc1 (stereo partly specified)	96.3	0.0	104.0	105.5	88.2	9.3	/	99.2
O=C(CN1C(=O)CCC1=O)c1ccc(-c2ccccc2)cc1	107.1	0.0	96.0	105.0	97.5	11.7	-4.8	100.3
C/C(=N\NC(=O)c1cc(-c2cccc(OC(C)C)c2)nc2ccccc12)c1cccnc1	101.5	0.0	98.9	78.6	83.7	1.4	10.8	117.0
CC1CCN(c2ccc(S(=O)(=O)N3CCC(C)CC3)cc2N)CC1	102.0	4.0	98.3	94.0	96.6	-3.5	8.8	100.1
COc1c2ccccc2c(OC)c2ccccc12	115.2	3.0	93.5	100.0	92.1	1.1	-12.8	102.9
CCN1C(=O)C(CC(=O)NCc2ccc(Cl)cc2)N(CC)C1=O (stereo unspecified)	103.7	1.0	104.0	103.6	95.9	14.9	0.2	100.1
CCCNC(=O)c1onc(CSc2ccc(Cl)cc2)c1C(=O)NC(C)C	141.3	1.0	109.9	173.0*	101.2	27.1	-5.1	78.0
CC1=NN(c2ccccc2)C(=O)/C1=C/c1cccs1	96.0	0.0	97.0	95.5	92.0	16.8	0.8	99.0
CCOC(=O)C1=C(C)NC(=O)NC1c1cc(C)sc1C (stereo unspecified)	95.3	1.0	/	98.7	96.8	12.5	-3.4	103.5
CC(C)Cn1c(-c2csc3ccccc23)n[nH]c1=S	95.6	3.0	100.3	109.4	99.9	2.0	2.5	101.1
CN(C)C=Nc1nonc1N	103.7	0.0	93.8	100.1	97.3	12.2	-10.2	96.5
NC(=O)COC(=O)/C=C/c1cccc(Br)c1	103.5	4.0	100.1	104.8	99.3	-0.5	7.8	102.3

# The list continues.
compound	MEP2 TOR yeast	GRK2 aptamer HTS	AGP1 TOR yeast	LAP4 TOR yeast	CIT2 TOR yeast	VLA-4 inh	GASC-1 inh	RPL19A TOR yeast
CCN(CC)S(=O)(=O)c1ccc(-c2nnc(SCC(C)=O)o2)cc1	104.8	0.0	104.8	117.6	103.9	15.8	11.5	95.8
Cc1ccc(S(=O)(=O)N2CCC(C(=O)NNC(=O)c3ccc(F)cc3)CC2)cc1	101.2	0.0	97.2	106.0	91.9	-0.8	-12.0	97.0
COc1ccccc1NC(=O)CCn1c(=O)c2cccn2c2ccccc21	106.5	0.0	97.6	100.0	97.9	-12.0	-6.1	96.4
O=C(Cn1cccc1C(=O)c1ccccc1)NCc1ccco1	104.1	0.0	88.2	95.7	99.3	6.8	-5.2	94.5
CCOc1ccc(NC(=O)CN2CCN(CC(=O)Nc3ccc4c(c3)OCO4)CC2)cc1	94.9	2.0	87.1	94.0	90.5	15.3	-1.9	99.1
O=C1N(Cc2cccc(Cl)c2)C[C@@H]2C[C@@H](c3cccn3-c3cccnc3)N3CCC[C@@]123	96.0	0.0	98.6	96.5	104.7	-1.8	-7.3	100.2
COC(=O)[C@@]12CCCCN1[C@H](c1ccc(-c3ccc(F)cc3)cc1)[C@@H]1C(=O)N(C)C(=O)[C@@H]12	95.9	2.0	100.5	99.4	100.5	5.6	-9.7	97.4
